Screening data from PubChem BioAssay.
UTI89 phage lysis: inhibition of K1F phage lysis, E. coli UTI89, bacterial capsule biogenesis inhibitors, alamar blue (AID 488966) | hit rate 0.02% among 340,000 | inhibition, % at 100 µM; hits with a dose series show IC50 in µM | E. coli UTI89 K1F phage lysis, alamar blue, 2 h; higher % means a stronger effect;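 active = phage lysis inhibition, versus mean bacterial control, above a set limit; inconclusive = no clear call, values can overlap the other calls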;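 also: capsule biogenesis inhibitors block K1F phage lysis so surviving cells raise fluorescence; higher fluorescence means more inhibition of phage lysis; actives were called in the ten point dose series up to 300 µM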
MgcRacGAP inhibition: MgcRacGAP GTPase-activating activity inhibitors, confirmation, biochemical, ADP Hunter fluorescence; MgcRacGAP-stimulated Rac1 GTP hydrolysis, ADP Hunter fluorescence; higher % means a stronger effect; GST-tagged Rac1 F28L mutant substrate; one-dose inhibition, % at 30 µM; IC50 in µM for titrated hits; hit rate 0.6% among 340,000;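 active = first-screen hits whose inhibition reached a set limit at any dose in the follow-up dose series; inconclusive = inhibition above the set first-screen limit but never retested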;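 also: fluorescence reports GDP produced by GAP-driven GTP hydrolysis; strong numbers were not always called active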
Salmonella PhoP GFP: PhoP-dependent GFP reporter repression – Salmonella Typhimurium, primary screen (AID 1863) | S. Typhimurium PhoP-regulated promoter GFP reporter, 4 h; higher % means a stronger effect | one-dose inhibition, % at 50 µM; IC50 in µM for titrated hits | hit rate 0.16% among 300,000;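 active = inhibition over 29.93%, a cutoff 3 SD above the screen mean, later confirmed by dose response; inconclusive = inhibition over 29.93% but no dose response follow-up; inactive = inhibition at most 29.93% or unconfirmed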;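 also: 0% = low Mg2+ inducing control and 100% = high Mg2+ repressing control; strong numbers were not always called active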
TNAP activators: human TNAP enzyme activators, primary screen, biochemical, luminescent, no phosphate acceptor, uHTS (AID 1001). purified TNAP, luminescent activation assay, no phosphate acceptor; higher activation fold means a stronger effect. activation fold at 20 µM, or EC50 in µM where a hit was titrated. hit rate 0.03% among 200,000; in the data active = activation fold from about 3, or a potency from the dose series; inactive = the rest, 99 in 100 with activation fold below about 1.6; also: many of its hits are not listed in these tables
T cell HTS: modulates CD8 T cell binding to vesicles; 2C CD8+ T cell-vesicle binding, flow cytometry; hits give low values; calls only at 7 µM; hit rate 0.068% among 330,000;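 active = response, share of CD8 T cells binding vesicles, and their 90th percentile fluorescence all below set limits, cut at about 80% in these data, passing the limit was not always enough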
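material = purified 2C TCR transgenic mouse naive CD8+ T cells | controls = Unloaded micro-vesicles (low), QL9 vesicles with 0.7% DMSO (high) | detection = cytometric PE anti-B7-1 and Alexa647 anti-CD8 signals after 1% paraformaldehyde fixation | incubation = binding step 1.5 h, 37 °C, antibody labelling 20 min, ice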
Myeloid diff MLP: compounds promoting myeloid differentiation | ER-HoxA9 myeloid progenitors, lysozyme-GFP differentiation, flow cytometry | calls only at 10 µM | hit rate 1% among 360,000;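 active = normalized GFP-positive differentiation at or above the plate's own cutoff, the solvent-only control mean plus 3 SD; inconclusive = no clear call, values can overlap the other calls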;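 also: cells exposed to compound for four days before flow analysis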
NTR1 agonist: NTR1-driven beta-arrestin-GFP spot formation – imaging, U2OS cells, high content, primary screen (AID 493036); P30989; hit rate 0.17% among 330,000; activation, % at 20 µM; agonist mode;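 active = activation at or above 40% of the spot to cytoplasm intensity ratio, with at least 20 cells analyzed; inconclusive = wells under 20 cells, flagged as cytotoxic or low count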;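 also: 0% = DMSO without peptide and 100% = 100 nM NTR1 peptide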
Target sequence (P30989 whole entry, looked up): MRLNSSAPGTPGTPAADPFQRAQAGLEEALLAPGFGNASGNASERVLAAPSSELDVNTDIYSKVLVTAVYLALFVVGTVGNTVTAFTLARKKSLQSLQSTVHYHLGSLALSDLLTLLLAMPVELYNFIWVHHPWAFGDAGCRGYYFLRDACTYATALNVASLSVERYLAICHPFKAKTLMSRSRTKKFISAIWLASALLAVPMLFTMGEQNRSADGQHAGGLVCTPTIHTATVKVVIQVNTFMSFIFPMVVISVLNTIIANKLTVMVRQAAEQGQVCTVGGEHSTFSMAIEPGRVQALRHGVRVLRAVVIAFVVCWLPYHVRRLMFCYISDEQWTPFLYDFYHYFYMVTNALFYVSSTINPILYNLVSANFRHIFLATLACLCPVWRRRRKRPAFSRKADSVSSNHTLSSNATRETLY
RSV CPE inhibition: RSV antiviral activity via CPE protection, HEp-2 cells, primary 10 µM value included (AID 2391); HEp-2 cells, RSV-induced CPE inhibition; higher % means a stronger effect; CPE inhibition, % at 10 µM, or IC50 in µM where a hit was titrated; hit rate 0.13% among 310,000; in the data active = a potency from the dose series; inconclusive = CPE inhibition mostly from about 23% at the one dose, without a potency; inactive = the rest, 99 in 100 with CPE inhibition below about 21%; also: strong numbers were not always called active
SV40 large T antigen: SV40 large T antigen inhibitors, biochemical (AID 1903). hit rate 0.39% among 310,000. one-dose inhibition, % at 20 µM; IC50 in µM for titrated hits. SV40 large T antigen ATPase/helicase inhibition assay; higher % means a stronger effect; in the data active = a potency from the dose series; inconclusive = inhibition mostly from about 32% at the one dose, without a potency; inactive = the rest, 99 in 100 with inhibition below about 32%; also: strong numbers were not always called active
T cell HTS vesicle-bound %: further read-out of T cell HTS, marked with its call; double positive events, %; measured here: CD8+ vesicle-bound cell fraction;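 binding gate set so that unloaded-vesicle control wells show 10% double positive cells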
NTR1 agonist cell count 20 µM: further read-out of NTR1 agonist, marked with its call; cell count; measured here: cell count, cytotoxicity flag
Myeloid diff MLP GFP+ MAC1+ %: second read-out of Myeloid diff MLP, no call of its own (marks repeat the call); GFP+ MAC1+ double positive, %; measured here: differentiation confirmed by MAC1 staining
An asterisk follows results filed as active; i = inactive; u = inconclusive; x = not tested or not shown; [ ] = another dose, or the depositor's remark.

SMILES	UTI89 phage lysis	MgcRacGAP inhibition	Salmonella PhoP GFP	TNAP activators	T cell HTS	T cell HTS vesicle-bound %	Myeloid diff MLP	Myeloid diff MLP GFP+ MAC1+ %	NTR1 agonist	NTR1 agonist cell count 20 µM	RSV CPE inhibition	SV40 large T antigen
O=C(NCc1ccccn1)[C@H]1C[C@@H]1[C@H](NP(=O)(c1ccccc1)c1ccccc1)c1ccccc1	-0.5%	8%	-5%	1.1	i	42	i	2.1	9.4	94	1.1%	1%
COCCNCCOCCOc1ccc(Cl)c(C)c1	-0.8%	138µM*	6%	1.1	i	61	i	0.6	-1.0	53	-2.6%	5%
O=C(NC1CCCCC1)N1CCCC(c2nc(-c3cccs3)no2)C1 (stereo not given)	0.3%	1%	0%	1.1	i	43	i	1.0	-0.9	39	9.2%	7%
Cc1[nH]nc2c1C1(C(=O)N(Cc3ccc(Cl)cc3)c3ccccc31)C(C#N)=C(N)O2 (stereo not given)	-3.5%	2%	15%	1.4	i	41	i	4.5	4.3	44	42%	15%
CCn1nc(C)c(/C=N/NC(=O)Cn2nc(C)cc2C)c1C	2.7%[50 µM]	0%	-4%	1.1	i	42	i	0.3	-0.7	59	2.5%	3%
COC(=O)c1cc([N+](=O)[O-])c(-n2cncn2)c([N+](=O)[O-])c1	-0.2%	6%	x	1	x	x	i	0.3	x	x	x	x
COc1cccc(-n2nc3c(-n4ncc(C#N)c4N)nnc(C)c3c2C)c1	0.0%	12%	-1%	1	i	54	i	2.1	0.9	94	1.7%	6%
Cc1cccc(C)c1NC(=O)COC(=O)CCc1ccc(S(=O)(=O)N2CCCCC2)cc1	1.8%	5%	-4%	1.1	i	47	i	0.5	1.4	51	0.0%	0%
Cc1cc(C)n(-c2nc3ccccc3nc2N2CCN(C(=O)c3ccc(Cl)cc3)CC2)n1	1.6%[50 µM]	12%	6%	1	i	42	i	4.2	0.7	44	1.8%	1%
Fc1cccc(/C=N/Nc2ncnc3nc[nH]c23)c1	0.7%	3%	1%	2	i	42	i	1.3	1.4	92	-0.7%	10%
Cc1ccc(S(=O)(=O)Nc2ccc3c(c2)CCC3)cc1	-0.1%	7%	-2%	1.1	i	42	i	0.9	4.9	55	2.5%	4%
C#CCOC(=O)C(NC(=O)c1ccccc1)=C(C)C	-0.4%	-4%	2%	1	i	54	i	1.4	0.4	42	1.3%	9%
COc1ccc2cc(C(=O)N3CCCCCC3)sc(=O)c2c1OC	-0.1%	18%	-10%	1.1	i	55	i	1.0	2.4	62	0.5%	2%
Cc1c(C(=O)N2CCN(c3cccc(Cl)c3)CC2)cccc1[N+](=O)[O-]	0.2%	11%	5%	1	i	51	i	1.1	1.4	71	8.2%	4%
COCC(=O)N/N=C/c1c(C)[nH]n(-c2ccccc2)c1=O	x	x	-8%	1.1	i	56	i	0.2	0.9	91	0.9%	u
CCNS(=O)(=O)c1ccc(CCC(=O)N2CCN(c3ccccc3F)CC2)cc1	1.6%	7%	-4%	x	i	66	i	0.5	-0.7	61	1.0%	6%
CC(C)CNC(=O)Cn1c(=O)c2c(ncn2CC(C)C)n(Cc2ccccc2)c1=O	0.4%	-4%	-3%	1.2	i	28	i	0.3	-2.0	51	-0.3%	13%
N#Cc1c(-c2ccc(Cl)cc2)nc2n(c1=O)CCCS2	-0.2%	3%	-3%	1.1	i	11	i	2.2	0.0	57	4.2%	4%
O=C(NC1CCCCC1)C(c1ccc2ncccc2c1)N(Cc1ccccc1)C(=O)c1ccc2c(c1)OCCO2 (stereo not given)	0.9%	-2%	14%	1	i	19	i	0.8	2.6	39	3.8%	-4%
COc1cc(OC)c(OC)cc1CN1CCN(S(=O)(=O)c2ccc(F)cc2)CC1	-0.1%	14%	9%	1.1	i	10	i	0.4	0.3	71	0.2%	-2%
CC(=O)Nc1nc2cc([N+](=O)[O-])ccc2s1	1.3%	6%	x	x	i	19	i	1.4	-0.6	56	2.6%	x
O=C(COC(=O)C1CCN(c2ccc(C(F)(F)F)cn2)CC1)c1ccccc1	0.6%[50 µM]	3%	-4%	x	i	18	i	0.4	2.3	67	-0.7%	4%
CC(C)(C)NC(=O)CN(C(=O)CN1C(=O)C(=O)c2ccccc21)C(C)(C)C	0.9%	8%	-2%	1.1	i	46	i	0.5	0.6	48	2.8%	10%
CC(=O)n1c(=O)oc2ccccc21	0.1%	14%	x	x	i	49	i	0.3	2.4	61	1.2%	15%
Cc1ccc(-c2csc(NC(=O)c3ccc([N+](=O)[O-])o3)n2)cc1	-1.5%	4%	-17%	x	i	43	x	x	19	42	5.7%	9%

Some values from above.
T cell HTS vesicle-bound %, `COc1cc(OC)c(OC)cc1CN1CCN(S(=O)(=O)c2ccc(F)cc2)CC1` → 10
UTI89 phage lysis, `CC(C)(C)NC(=O)CN(C(=O)CN1C(=O)C(=O)c2ccccc21)C(C)(C)C` → 0.9%

(more compounds)
SMILES	UTI89 phage lysis	MgcRacGAP inhibition	Salmonella PhoP GFP	TNAP activators	T cell HTS	T cell HTS vesicle-bound %	Myeloid diff MLP	Myeloid diff MLP GFP+ MAC1+ %	NTR1 agonist	NTR1 agonist cell count 20 µM	RSV CPE inhibition	SV40 large T antigen
CCN1CCN(c2ncnc3c2nnn3Cc2ccccc2)CC1	0.4%	4%	10%	1.1	i	24	i	1.0	-2.6	48	1.4%	0%
O=C(/C(C=Nc1ccc(F)cc1)=C(/O)c1ccco1)C(F)(F)F	0.0%	3%	-4%	1.1	i	51	i	0.5	-1.3	43	0.9%	-1%
Cc1ccc(S(=O)(=O)N(C)C)cc1NS(=O)(=O)c1ccc(Cl)s1	1.5%	-1%	0%	1	i	12	i	0.3	1.1	52	0.2%	3%
Cc1cc(=O)oc2cc(OCc3ccc(C(=O)OCC(=O)NC4CCS(=O)(=O)C4)cc3)ccc12 (stereo not given)	0.1%	10%	-1%	x	i	36	i	0.1	0.7	56	-0.9%	3%
Cc1cc(C)cc(OCC(=O)OCC(=O)NC2CCCCCC2)c1	0.3%[50 µM]	6%	x	x	i	40	i	0.5	-0.6	56	0.0%	x
CCCC/C=C/[C@H](c1ccccc1)[C@H](CO)Cc1cccnc1	-2.1%	3%	x	x	x	x	i	2.1	4.7	55	-2.6%	1%
Clc1ccccc1-c1nn2c(COc3ccccc3)nnc2s1	-0.4%	3%	-10%	0.8	i	12	i	1.5	-0.1	60	5.5%	2%
Cc1oc(-c2cccs2)nc1CN1CCN(CC(C)C)C(CCO)C1 (stereo not given)	0.1%	12%	-2%	1.2	i	51	i	0.2	-0.3	106	-0.1%	14%
NC(=O)c1c(NC(=O)Cn2cc([N+](=O)[O-])cn2)sc2c1CCCC2	0.2%	11%	8%	1.2	i	55	i	0.2	1.4	54	1.0%	10%
O=C(CN1CCOCC1)Nc1ccc(Br)cc1	0.0%	3%	1%	x	i	50	i	0.5	-1.7	73	1.5%	4%
COc1ccc(C(=O)NCc2nnc(SCC(=O)Nc3cc(C)cc(C)c3)o2)cc1OC	1.1%	6%	-4%	1.2	i	70	i	0.7	3.1	40	2.0%	0%
COc1ccc(S(=O)(=O)Nc2nc3ccccc3nc2NCC2CCCO2)cc1 (stereo not given)	0.3%	11%	-12%	x	i	28	i	0.5	2.7	63	1.0%	0%
CCOc1ccc(NC(=O)CN(C)C(=O)C2(c3ccccc3)CC2)cc1OCC	1.2%[50 µM]	7%	-2%	x	i	30	i	0.5	0.8	65	-1.3%	11%
COc1ccc(C2(C)NC(=O)N(CC(=O)Nc3ccc(Br)c(C)c3)C2=O)cc1OC (stereo not given)	1.2%	0%	4%	x	i	15	u	x	2.3	61	13%	1%
O=C(C1=C[C@@H](c2coc3ccccc3c2=O)C[C@@H](OCCCCO)O1)N1CCN(Cc2ccccc2)CC1	-0.8%	7%	-2%	1.1	i	18	i	1.5	2.6	88	0.6%	4%
O=C(COC(=O)c1ccc(Cl)c(S(=O)(=O)N2CCCC2)c1)NCc1ccccc1	1.5%	-5%	x	x	i	32	i	1.1	-0.6	51	x	x
Brc1ccc2c(c1)CN1CCCC1=N2	-1.3%[50 µM]	8%	8%	x	i	28	i	0.5	0.1	96	-1.4%	-2%
COc1ccc(S(=O)(=O)N2CCOC23CCN(S(=O)(=O)c2cccs2)CC3)cc1	0.3%[50 µM]	7%	x	x	x	x	i	0.3	2.6	60	x	x
COC(=O)CC[C@@H](C(=O)O)N1C(=O)c2ccccc2C1=O	0.2%	3%	10%	1.2	i	45	i	1.0	-1.3	91	3.0%	19%
CC(=O)Nc1ccc(NC(=O)COC(=O)Cc2cccs2)cc1	-0.2%	5%	2%	1	i	47	i	1.3	7.7	81	0.0%	5%
Cc1ccnc(NS(=O)(=O)c2ccc(NS(=O)(=O)c3ccc(Br)cc3)cc2)n1	0.0%	-6%	-15%	x	i	23	i	0.0	0.1	65	-2.2%	12%
CC1CCCCN1CCNC(=O)CC1Oc2ccccc2NC1=O (stereo not given)	-1.6%	2%	10%	1.1	i	38	i	2.2	1.1	48	2.0%	7%
COc1ccccc1/C=C/C(=O)NCC(=O)N/N=C/c1ccccc1	0.4%	5%	2%	1	i	23	i	0.1	-0.6	96	1.6%	13%
COC(=O)c1cccc(NC(=O)Cc2ccccc2[N+](=O)[O-])c1C	1.9%[50 µM]	9%	12%	1	i	54	i	0.6	0.6	66	1.9%	16%
COCCCNC(=O)C(C#N)c1nc2ccccc2nc1N1CCCC1 (stereo not given)	-0.3%	6%	-49%	x	i	59	i	2.8	-0.4	39	-0.4%	11%
Cc1cc(=O)oc2cc(Oc3ccc([N+](=O)[O-])cc3[N+](=O)[O-])ccc12	0.1%	7%	-4%	1.1	i	54	i	1.9	0.9	61	6.0%	9%
COC(=O)Cn1ccc2cc(S(=O)(=O)N3CCCCC3)ccc21	0.0%	2%	0%	x	i	32	i	0.8	-1.5	47	2.7%	7%
O=C(CSc1nc2ccc([N+](=O)[O-])cc2s1)NCC1CCCO1 (stereo not given)	0.3%	5%	-4%	x	i	22	x	x	-1.1	49	2.0%	7%
O=C(OCCOCCN=C1NS(=O)(=O)c2ccccc21)C1CC(=O)N(c2ccccc2)C1 (stereo not given)	0.9%	14%	-5%	1.1	i	27	i	0.4	1.8	46	-0.1%	6%
CC(=O)Nc1ccc(S(=O)(=O)NNC(=O)CCC(=O)Nc2cc(C)ccc2C)cc1	-4.6%	5%	10%	1	i	40	i	0.4	2.3	46	0.1%	18%
